Screens from PubChem.
APP transl inh: inhibitors of APP translation via 5'UTR reporter, primary screen, APP 5'UTR luciferase, SH-SY5Y cells | inhibition, % at 2 µM | SH-SY5Y APP 5'UTR-luciferase reporter, luminescence | AID 1285, 2008 | 190,000 compounds, 0.82% hits;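 active means inhibition above a set limit, derived from the sample mean plus 3 SD, cut at about 45% in these data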; further: values of inactives mirror those of a sister screen read the other way
Hsp70 act: Hsp70 transcriptional activators, primary screen, cell-based, HeLa, Hsp70 promoter luciferase, luminescence, 10 µM; HeLa Hsp70 promoter luciferase reporter; scaled: vehicle 0, proteasome-inhibitor control 100%; activation, % at 10 µM; 200,000 compounds, 0.04% hits; AID 1203, 2008;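 active means activation above the mean across all tested compounds plus 3 SD, cutoff set per campaign, cut at about 5.5% in these data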;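 further: 100% = MG132 at 30 µM as the positive control and 0% = DMSO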
STAT3 activator: IL-6 driven STAT3 reporter potentiators, primary screen, U3A cells, luciferase, luminescence, MLSCN library | IL-6 STAT3-luciferase reporter; 100% = signal with IL-6 EC80 alone | 190,000 compounds, 0.91% hits | AID 871, 2007 | activation (% of control), % at 5.6 µM;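 active means activation above the screen-wide mean of compound activation plus 3 SD, cut at about 130% in these data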;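 further: 0% = background luminescence of wells with medium and substrate only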
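Material: STAT3-luciferase reporter U3A cells. Controls: IL-6-treated wells, 100% activation. Read-out: % activation versus median of IL-6-stimulated wells. Probe or stimulus: IL-6 stimulus at 33 ng/mL final. Timing: compound 1 h, then IL-6 6 h at 37 °C. Signal: reporter luminescence signal.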
STAT3 inh: IL-6 driven STAT3 reporter inhibitors, primary screen, U3A cells, luciferase, luminescence, MLSCN library; IL-6 STAT3-luciferase reporter; host cell line lacks STAT1; inhibition, % at 5.5 µM; 190,000 compounds, 0.89% hits; AID 862, 2007;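 active means inhibition above the mean inhibition across all screened compounds plus 3 SD, cut at about 44% in these data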;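 further: 0% = DMSO only wells and 100% = 100 µM nifuroxazide control wells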
NF-kB neuron act: activators of NF-kB expression in neurons, primary screen, cell-based, HTS; human neuronal cells, NF-kB reporter expression; hits give high values; fold change at 12.5 µM; 190,000 compounds, 1.6% hits; in the data active means fold change above about 3.3
APP 5'UTR act: activators of APP 5'UTR luciferase reporter, primary screen, SH-SY5Y cells; SH-SY5Y APP 5'UTR luciferase reporter, luminescence; zero percent = DMSO vehicle wells; activation, % at 2 µM; 190,000 compounds, 1% hits; AID 1276, 2008;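 active means activation above a set limit, based on mean plus 3 SD of controls, cut at about 140% in these data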; further: values of inactives mirror those of a sister screen read the other way
RAM network inh: inhibitors of the yeast RAM network, primary screen, dse1pr::URA3 reporter, 5-FOA selection; S. cerevisiae dse1pr::URA3 reporter, 5-FOA growth OD615, 2 d; analog-sensitive cbk1-as2 kinase mutant strain; inhibition, % at 50 µM; 190,000 compounds, 1.8% hits; AID 868, 2007;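 active means inhibition above a set limit, 3 SD over mean compound inhibition, cut at about 8.4% in these data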;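 further: 0% = DMSO-only wells with no growth and 100% = 10 µM 1-NA-PP1 full growth; inhibition rescues growth on 5-FOA so higher OD means more RAM inhibition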
FLuc inhib CS: firefly luciferase enzyme inhibitors, primary screen, artefact control for luciferase-based inhibitor screens, biochemical, luminescence, ATPLite. 200,000 compounds, 1.5% hits. Luciferin 4-monooxygenase (Photinus pyralis), P08659. inhibition, % at 10 µM. AID 1006, 2008. 10 min;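 active means inhibition above about 50% when tested at 10 µM, limit read from the data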
Target sequence (P08659 whole entry, looked up): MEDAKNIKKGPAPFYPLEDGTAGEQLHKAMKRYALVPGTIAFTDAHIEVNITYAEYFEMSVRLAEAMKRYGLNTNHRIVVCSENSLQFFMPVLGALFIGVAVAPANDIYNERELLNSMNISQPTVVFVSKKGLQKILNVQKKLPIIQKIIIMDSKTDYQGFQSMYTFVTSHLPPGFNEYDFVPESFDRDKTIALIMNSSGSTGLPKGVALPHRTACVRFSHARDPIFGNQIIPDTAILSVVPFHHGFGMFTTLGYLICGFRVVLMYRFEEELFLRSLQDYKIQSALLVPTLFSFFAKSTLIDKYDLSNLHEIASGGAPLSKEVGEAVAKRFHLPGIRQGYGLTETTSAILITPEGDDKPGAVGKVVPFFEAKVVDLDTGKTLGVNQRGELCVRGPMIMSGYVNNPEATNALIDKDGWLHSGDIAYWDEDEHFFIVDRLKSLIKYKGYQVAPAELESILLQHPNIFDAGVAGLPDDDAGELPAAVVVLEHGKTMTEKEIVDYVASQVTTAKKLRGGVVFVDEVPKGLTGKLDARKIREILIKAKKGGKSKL
STAT1 act: STAT1 signaling activators, primary screen, cell-based, HTS, luciferase reporter. NIH 3T3 STAT1-luciferase reporter, IFN-gamma, luminescence; 100% = IFN-gamma alone, no compound. activation (% of control), % at 5.5 µM. 200,000 compounds, 2.6% hits. AID 932, 2007;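 active means activation above the screen-wide mean activation plus 3 SD, cut at about 130% in these data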;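 further: raw ratio to IFN-gamma control signal so 100% means no change and 0% no light; values of inactives mirror those of a sister screen read the other way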
STAT1 inh: STAT1 signaling inhibitors, primary screen, cell-based, HTS, luciferase reporter; AID 920, 2007; inhibition, % at 5.5 µM; 200,000 compounds, 0.35% hits; NIH 3T3 STAT1-luciferase reporter, IFN-gamma, luminescence;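 active means inhibition above a set limit, the mean inhibition across all tested compounds plus 3 SD, cut at about 34% in these data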;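 further: 0% = IFN-gamma with DMSO and 100% = IFN-gamma with 300 µM nifuroxazide; values of inactives mirror those of a sister screen read the other way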
An asterisk follows results filed as active; / = no result given; & = joins results of further samples.

SMILES | APP transl inh | Hsp70 act | STAT3 activator | STAT3 inh | NF-kB neuron act | APP 5'UTR act | RAM network inh | FLuc inhib CS | STAT1 act | STAT1 inh
Cc1cc(N2CC34C=CC(O3)C(C(=O)O)C4C2=O)no1 (stereo unspecified) | -13 | -0.2 | 99 | 4 | 1.1 | 13 | 2.4 | 1 | 95 | 5
CCCS(=O)(=O)c1nc(S(=O)(=O)c2ccc(C)cc2)c(NCCCN(C)C)s1 | 1 | 0.0 | 101 | 0 | 0.98 | -1 | 2.1 | -2 | 95 | 4
O=[N+]([O-])c1ccc(CN2CCOCCOCCN(Cc3ccc([N+](=O)[O-])cc3)CCOCC2)cc1 | 8 | -0.1 | 102 | 2 | 1 | -8 | 0.9 | -2 | 100 | 0
O=C1CC(c2ccccc2)c2ccccc21 (stereo unspecified) | 9 | 0.0 | 102 | -1 | 1.1 | -9 | 2.0 | -6 | 99 | 1
O=c1c([N+](=O)[O-])cccn1Cc1ccccc1Cl | 9 | 0.0 | 99 | 5 | 0.92 | -9 | -0.7 | -6 | 101 | -2
CN1Cc2cccc3c2C(Cc2ccccc2S3)C1 (stereo unspecified) | 16 | -0.1 | 93 | 8 | 0.93 | -15 | 1.1 | -2 | 109 | -10
CCOc1ccc(N(CC(=O)NC2CCCCC2)S(=O)(=O)c2c(C)noc2C)cc1 | -8 | 0.2 | 108 | -5 | 1.2 | 8 | 3.3 | -6 | 98 | 3
CCCNC(=O)NC1CCCCCCC1 | -8 | -0.2 | 93 | 12 | 1.3 | 8 | 1.8 | 0 | 95 | 4
CCN(CC)C(=O)CSC(=Nc1ccccc1F)NC#N | -20 | 0.0 | 107 | -6 | 1.5 | 20 | 2.5 | -8 | 104 | -5
Cc1ccc(NC2c3ccccc3C(=O)N2CCN2CCOCC2)cc1 (stereo unspecified) | 0 | -0.5 | 102 | 2 | 0.95 | 0 | -1.0 | -1 | 96 | 4

Part of the list above in another layout:
smiles	APP transl inh	Hsp70 act	STAT3 activator	STAT3 inh	NF-kB neuron act	APP 5'UTR act	RAM network inh	FLuc inhib CS	STAT1 act	STAT1 inh
CCN(CC)C(=O)CSC(=Nc1ccccc1F)NC#N	-20	0.0	107	-6	1.5	20	2.5	-8	104	-5
CN1Cc2cccc3c2C(Cc2ccccc2S3)C1 (stereo unspecified)	16	-0.1	93	8	0.93	-15	1.1	-2	109	-10

Further entries:
SMILES | APP transl inh | Hsp70 act | STAT3 activator | STAT3 inh | NF-kB neuron act | APP 5'UTR act | RAM network inh | FLuc inhib CS | STAT1 act | STAT1 inh
CCCN(C(=O)c1ccco1)c1nnc(-c2ccncc2)s1 | -2 | 0.1 | 86 | 18 | 1.3 | 2 | 0.6 | 4 | 99 | 9
CC(C)OC(=O)C1C(=O)CC(C)(O)C(C(=O)OC(C)C)C1c1ccc(F)cc1 (stereo unspecified) | -8 | 0.2 | 111 | -7 | 1.6 | 8 | 3.0 | -7 | 99 | 1
COc1ccccc1/C=N/N1C(=O)C(CC(=O)Nc2ccc([N+](=O)[O-])cc2OC)SC1=Nc1cccc(C)c1C (stereo unspecified) | 36 | 1.0 | 95 | 8 | 1.2 | -36 | 11* | -4 | 99 | 1
COc1ccc(CN2CCN(Cc3ccccc3)C(CCO)C2)cc1OC (stereo unspecified) | 6 | -0.3 | 98 | 4 | 0.97 | -6 | 1.2 | -6 | 87 | 13
S=C(NCCCN1CCOCC1)NC1CCCC1 | 3 | -0.1 | 91 | 15 | 1 | -3 | 2.5 | -4 | 100 | -4
Cc1ccc([N+](=O)[O-])cc1S(=O)(=O)Nc1ccc(C(=O)N(C)C)cc1 | -25 | 0.0 | 95 | 8 | 1 | 25 | 2.1 | -2 | 110 | -13
Brc1ccc2[nH]c3nc(SCCN4CCOCC4)nnc3c2c1 | -5&10 | -0.5&-0.2 | 77&89 | 29&15 | 0.94 | 5&-11 | -0.8 | 0 | 96&98 | 4&2
COc1ccc(NC(C)c2ccccc2)cc1 (stereo unspecified) | -1 | 0.0 | 97 | 5 | 1.4 | 1 | 1.5 | 2 | 107 | -9
CCOCCCNS(=O)(=O)c1ccc2c(c1)CCN2C(C)=O | -9 | -0.4 | 92 | 16 | 0.95 | 9 | 0.5 | -6 | 94 | 6
Cc1ccc2oc(-c3ccco3)nc2c1 | -54 | 0.3 | 90 | 12 | 1.3 | 54 | -0.7 | 48 | 138* | -42
Cc1ccc(NC(=O)CCS(=O)(=O)c2ccccc2)cc1S(=O)(=O)N1CCOCC1 | -4 | -0.3 | 105 | -5 | 0.92 | 4 | -0.9 | -5 | 100 | -2
Cc1ccnc2nc(C(=O)NCCc3ccc(F)cc3)nn12 | 2 | -0.1 | 104 | -5 | 1.3 | -2 | -0.2 | -6 | 97 | 3
CCCCCCCCC(=O)Nc1cc(C)ccc1OC | 0 | 0.4 | 108 | -5 | 1.1 | 0 | 0.4 | -9 | 104 | -3
COC(=O)c1ccc(Nc2nnc(-c3ccc(C)c(S(=O)(=O)NCC4CCCO4)c3)c3ccccc23)cc1 (stereo unspecified) | -26 | -0.1 | 100 | 3 | 0.48 | 26 | 4.1 | -1 | 94 | 6
c1ccc(CSc2ccc3nnc(-c4ccccn4)n3n2)cc1 | 0 | -0.1 | 95 | 15 | 0.9 | 0 | 0.2 | -5 | 98 | 1
CCN(CC)c1nc(C#N)cc(-c2ccc(OC)cc2)n1 | 36 | -0.3 | 96 | 13 | 1.1 | -36 | 4.8 | -5 | 94 | 6
CCOC(=O)C1(CC2CCCCO2)CCN(C(=O)Nc2ccccc2)CC1 (stereo unspecified) | -4 | 0.1 | 100 | 5 | 1 | 4 | -0.4 | 8 | 108 | -11
O=C(Nc1ccc(N2CCOCC2)cc1)c1ccc([N+](=O)[O-])cc1 | -13 | 0.0 | 86 | 21 | 1.1 | 13 | 2.2 | -1 | 113 | -14
C=CCNC(=O)C(=O)NN=C1CCN(C)CC1 | -14 | -0.2 | 105 | -4 | 1.1 | 14 | 2.8 | -6 | 96 | -1
Cc1ccc(S(=O)(=O)/C(C#N)=C/c2c(Oc3ccc(Cl)cc3)nc3c(C)cccn3c2=O)cc1 | -86 | -0.4 | 100 | -3 | 3.2 | 86 | 3.1 | -8 | 104 | -1
O=C(CCCn1c(=O)c2ccccc2n(CC(=O)N2CCN(c3ccccc3)CC2)c1=O)NCc1ccco1 | 20 | 0.0 | 100 | 1 | 0.96 | -20 | 1.2 | -6 | 99 | 0
COC(=O)c1ccc(N2C(=O)CC(N3CCN(C(=O)c4ccco4)CC3)C2=O)cc1 (stereo unspecified) | 4 | -0.3 | 103 | 3 | 1.1 | -4 | 2.1 | -2 | 108 | -8
O=C(Nc1ccc2nc(-c3cccs3)[nH]c2c1)c1cccs1 | -30 | -0.1 | 80 | 26 | 0.55 | 30 | -0.3 | 61* | 103 | -4
COc1ccccc1N1CCN(C(=O)CCCC2=NS(=O)(=O)c3ccccc3N2)CC1 | -10 | -0.1 | 97 | 3 | 0.86 | 10 | 0.5 | -7 | 102 | -1
COc1cc(OC)c(OC)cc1CN1CCN(c2ccccc2OC)CC1 | 0 | -0.3 | 96 | 10 | 1.1 | 0 | 0.0 | -8 | 95 | 6
Cc1ccc(S(=O)(=O)NNC(=O)C2CC=CCC2C(=O)O)cc1 (stereo unspecified) | 24 | -0.4 | 107 | -6 | 1.2 | -24 | 0.4 | -6 | 100 | 0
O=[N+]([O-])c1ccc(/C=C2\CCC(C3=CCCC3)=C2N2CCOCC2)cc1 | -11 | -0.4 | 98 | 5 | 0.64 | 11 | 0.6 | 11 | 105 | -5
Nn1cnc2scc(-c3cccs3)c2c1=O | -11 | -0.3 | 101 | 4 | 1.1 | 11 | 0.0 | -7 | 100 | 0
COc1ccc(CNC(=O)OCCN2CCN(Cc3ccccc3)CCC2=O)cc1 | 10 | -0.1 | 98 | -1 | 1.1 | -10 | 0.9 | -6 | 95 | 5
CCOc1cc(S(=O)(=O)N(CC)CC)ccc1Cl | 12 | 0.1 | 104 | 3 | 1.4 | -12 | -1.0 | -3 | 98 | 0
CC(NC(=O)c1ccccc1Br)c1ccc2c(c1)CCCC2 (stereo unspecified) | -51 | -0.3 | 102 | 2 | 0.91 | 51 | 2.0 | -5 | 103 | -3
c1cncc(-c2noc(-c3cccc4ccccc34)n2)c1 | 7 | 0.4 | 188* | -106 | 3 | -7 | 6.7 | 19 | 126 | -28
Cc1cc(C)nc(N2CCCC(C(=O)NCCc3cccc(F)c3)C2)n1 (stereo unspecified) | 2 | -0.2 | 102 | 4 | 1.1 | -2 | 0.9 | -7 | 102 | -2
COC(=O)c1cc(C#N)c(Oc2ccccc2)nc1C | / | -0.1 | 111 | -7 | / | / | / | / | 106 | -6
C/C(CCc1ccccc1)=N/NC(=O)C(=O)NC(C)c1ccccc1 (stereo unspecified) | 5 | -0.1 | 104 | -2 | 1.5 | -5 | 0.4 | -3 | 94 | 5
Nc1nc2ccccc2n1C(=O)c1ccc(F)cc1 | -188 | -0.2 | 45 | 68* | 3.2 | 188* | 1.5 | 91* | 81 | 19
COc1ccc(C(=O)NCCc2nnc(SCC(=O)Nc3ccccc3C(C)C)n2C)cc1 | 15 | -0.1 | 99 | 7 | 0.84 | -15 | 3.4 | -2 | 101 | -1
COC(=O)CCc1sc(Nc2ccc(Br)cc2)nc1-c1ccc(OC)cc1 | 1 | -0.3 | 104 | -4 | 0.89 | -1 | 7.8 | -7 | 99 | 1
Cc1ccc(NCc2nnc(SCC(=O)Nc3ccccc3)n2CC2CCCO2)c(C)c1 (stereo unspecified) | -13 | -0.3 | 106 | -3 | 0.7 | 13 | 0.0 | 1 | 105 | -5
CC(=O)c1ccc(NC(=O)C(C)OC(=O)c2ccc(NS(=O)(=O)c3ccc(F)c(F)c3)cc2)cc1 (stereo unspecified) | 6 | 0.0 | 84 | 22 | 1.1 | -6 | 9.2* | -6 | 100 | 0
O=C(Nn1c(-c2ccncc2)nc2ccccc2c1=O)c1ccccc1Br | -4 | -0.1 | 96 | 7 | 1.4 | 4 | 1.7 | -1 | 101 | -1
CC1(C)CC2(CCO1)OC(=O)CC2C(=O)NCc1ccccc1 (stereo unspecified) | -19 | 0.6 | 96 | 5 | 1.1 | 19 | 0.1 | -2 | 102 | -3
O=C(Nc1cnn(Cc2ccc(Cl)cc2Cl)c1)c1noc2c1CCCC2 | 5 | -0.2 | 90 | 12 | 1 | -5 | 3.6 | -4 | 97 | 5
O=S(=O)(c1ccc(Cl)cc1Cl)n1ccc2cccnc21 | -14 | 1.4 | 85 | 26 | 1.2 | 15 | 0.5 | 4 | 91 | 8
N#C/C(=C/c1ccc(CNS(=O)(=O)c2ccccc2)o1)C(N)=O | 7 | -0.4 | 99 | -1 | 0.99 | -7 | -1.0 | -3 | 75 | 28
